# GoLoco inh red: blocks human Gai1 binding to RGS12 GoLoco peptide, red readout | AID 880 | Gai1:RGS12 GoLoco peptide FP, rhodamine, 10 min | 230,000 compounds, 0.44% hits | Potency, µM (titrated, usually from 61.6 µM), inactives show at the top dose activity, negative = inhibition, usual class: inhibitors | P63096; active = well fitted inhibition curve with a large enough effect, not every such curve was filed as active; inactive = no such curve, though single readings can be large or run the other way; also: nearly all actives have a fitted effect of over 30% in size; many of its hits are not listed in these tables
# TexasRed fluor: counter-screen for TRb-SRC2 inhibitors: fluorescence interference; TRb/SRC2 Texas Red total fluorescence interference; Potency, µM (doses to about 106 µM), for inactives: at the highest dose fluorescence change, negative = quenching; 280,000 compounds, 0.29% hits; active = well fitted curve in either direction with a large enough effect; inconclusive = small, poorly fitted or top-dose-only effect
#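 Flags fluorescent or light-absorbing compounds by total fluorescence, S + 2P, at 555 nm excitation and 632 nm emission. Mixture: 20 nM Texas Red SRC2 peptide, 0.6 uM human TRb LBD, 1 uM T3, 5% DMSO; compound exposure 5 h at ambient temperature.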
# RECQ1 helicase: blocks DNA unwinding by human RECQ1 | RECQ1 DNA unwinding, red fluorescence kinetic read | Potency, µM (series often up to 57.3 µM), for inactives: at the highest dose activity, negative = inhibition, most hits filed as inhibitors | 240,000 compounds, 0.54% hits | AID 2549;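 also: plate controls were vehicle for no effect and no enzyme for full effect; nearly all actives have a fitted effect of over 30% in size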
# Target sequence (P46063 whole entry, looked up): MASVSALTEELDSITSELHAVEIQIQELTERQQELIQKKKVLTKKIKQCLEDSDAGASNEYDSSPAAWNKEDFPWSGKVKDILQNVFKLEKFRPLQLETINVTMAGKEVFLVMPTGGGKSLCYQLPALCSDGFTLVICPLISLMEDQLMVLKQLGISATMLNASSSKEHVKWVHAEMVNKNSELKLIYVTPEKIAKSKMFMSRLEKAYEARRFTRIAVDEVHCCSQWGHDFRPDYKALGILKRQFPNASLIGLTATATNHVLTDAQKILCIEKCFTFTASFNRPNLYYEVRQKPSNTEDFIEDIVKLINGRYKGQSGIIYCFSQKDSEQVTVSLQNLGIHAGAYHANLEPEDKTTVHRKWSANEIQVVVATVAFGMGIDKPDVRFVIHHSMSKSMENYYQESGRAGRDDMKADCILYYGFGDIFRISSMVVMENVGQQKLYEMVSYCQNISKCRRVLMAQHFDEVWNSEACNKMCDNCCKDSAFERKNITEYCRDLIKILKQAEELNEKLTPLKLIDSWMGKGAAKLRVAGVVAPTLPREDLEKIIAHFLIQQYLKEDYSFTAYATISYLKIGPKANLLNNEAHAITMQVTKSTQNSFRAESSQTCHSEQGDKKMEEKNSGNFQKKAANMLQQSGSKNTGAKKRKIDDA
#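 50 nM RECQ1T1 preincubated 15 min with compound in Tris pH 8.0 buffer with MgCl2, DTT, Tween-20 and 2.5 ug/ml poly(dI-dC); started with 200 nM TAMRA/BHQ-2 forked duplex and 2 mM ATP. Unwinding read as fluorescence (525/598 nm), two reads 2 h apart.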
# GAA spleen mod: inhibits or activates alpha-glucosidase in human spleen homogenate; human spleen homogenate, 4-MU-alpha-glucoside fluorescence; Potency, µM (titrated, usually from 79.9 µM), for inactives: at the top dose activity change, negative = inhibition, most hits filed as inhibitors; 240,000 compounds, 0.006% hits; AID 2112;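 also: 0% = enzyme with vehicle and -100% = no enzyme basal signal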
#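 AC50 values come from Hill-equation fits of concentration-response data, normalized to no-enzyme and full-activity controls. Enzyme source: 1 ug human spleen homogenate; 1 mM fluorogenic 4-MU glucoside, pH 5.0 citrate buffer, 37 C, 40 min.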
# TRb-SRC2 inh: TRbeta-SRC2 interaction inhibition | P10828 | TRbeta-SRC2 peptide binding, fluorescence polarization; receptor liganded with 1 µM T3 | Potency, µM (series often up to 106 µM), for the others: top-dose activity change, negative = inhibition, usual class: inhibitors | 280,000 compounds, 0.065% hits | AID 1469;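 also: plate controls were bound peptide for no effect and peptide without receptor for full effect; nearly all actives have a fitted effect of over 50% in size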
# Target sequence (P10828 whole entry, looked up): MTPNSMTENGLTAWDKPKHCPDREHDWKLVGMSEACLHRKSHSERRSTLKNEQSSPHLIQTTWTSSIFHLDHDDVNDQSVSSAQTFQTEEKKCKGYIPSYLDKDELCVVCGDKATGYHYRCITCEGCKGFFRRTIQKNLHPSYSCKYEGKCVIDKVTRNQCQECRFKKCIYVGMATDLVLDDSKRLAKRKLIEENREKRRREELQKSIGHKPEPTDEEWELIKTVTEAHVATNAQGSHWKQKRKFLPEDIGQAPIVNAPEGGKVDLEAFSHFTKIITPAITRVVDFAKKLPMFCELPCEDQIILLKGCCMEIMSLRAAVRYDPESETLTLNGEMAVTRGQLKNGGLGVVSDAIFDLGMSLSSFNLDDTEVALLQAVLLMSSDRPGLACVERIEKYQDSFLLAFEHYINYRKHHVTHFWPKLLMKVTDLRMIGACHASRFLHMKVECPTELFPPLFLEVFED
#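 Each compound concentration gave % activity, normalized to unbound and bound Texas Red SRC2 controls, from polarization read after 5 hr ambient incubation with T3-loaded human TRb LBD.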
# GAA glycogen mod: inhibitors or activators of human alpha-glucosidase glycogen cleavage; P10253; Potency, µM (doses to about 76.4 µM), without a hit: top-dose activity change, negative = inhibition, most hits filed as inhibitors; recombinant GAA, glycogen substrate, Amplex Red glucose oxidase fluorescence; 300,000 compounds, 0.38% hits; AID 2100;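 also: 0% = full enzyme reaction and -100% = no-enzyme basal signal; the screen sought inhibitors and activators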
#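 qHTS, 1536-well; enzyme 4 nM final; cpd up to 77 uM; substrate bovine liver glycogen 30 ug; 50 mM citrate/phosphate pH 5.0, 0.01% Tween-20; 37 C, 40 min; Amplex Red detection 45 min RT; Hill fit → AC50.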
# L3MBTL1 block: blocks human L3MBTL1 | Q9Y468 | AlphaScreen L3MBTL1–H3K9me1 peptide binding | Potency, µM (titrated, usually from 57.1 µM), for the others: top-dose activity, negative = inhibition, actives largely listed as inhibitors | 230,000 compounds, 0.66% hits; also: nearly all actives have a fitted effect of over 60% in size
#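 AlphaScreen proximity signal between nickel-chelate acceptor and streptavidin donor beads (final 10 ug/mL) reports binding of 50 nM L3MBTL1 to 75 nM biotin-H3 K9me1 peptide; complex incubated with compounds 30 min at room temperature; cefsulodin titration as control.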
# GAA inh: blocks human lysosomal alpha-glucosidase | Potency, µM (doses to about 76.9 µM), inactives show at the top dose activity change, negative = inhibition, most hits filed as inhibitors | 200,000 compounds, 0.005% hits | P10253 | purified human GAA, 4-MU-alpha-glucoside fluorescence;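 also: plate controls were uninhibited enzyme wells for no effect and no-enzyme background for full effect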
#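 Enzyme (4 nM final) mixed with compound (up to 77 uM), then 4-MU-alpha-D-pyranoside (400 uM final) added; 20 min at room temperature, pH 5.0. Reaction stopped at pH 10, fluorescence read, AC50 derived by Hill fit.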
# The depositor's hits bear a star; i = inactive; ? = inconclusive; nt = not tested or not shown; [ ] = another dose, or the depositor's remark. Unless noted, calls follow the shape of the dose curve; as a rule, active = well fitted curve in the direction sought with a large enough effect; inconclusive = small, poorly fitted or top-dose-only effect, or another doubt; inactive = no such curve, though single readings can be large; an effect the other way counts as inactive or inconclusive. Unless noted, % is scaled to controls: 0 for no effect and ±100 for the full control effect; potency is read from the fitted curve at half-maximal effect. The list is partial, so the mix of outcomes need not match the whole.
canonical_smiles	GoLoco inh red	TexasRed fluor	RECQ1 helicase	GAA spleen mod	TRb-SRC2 inh	GAA glycogen mod	L3MBTL1 block	GAA inh
CCC(C)(C)C1CCC(=NNC(=S)Nc2cccnc2)CC1 (stereo unspecified)	8.8%	0.3%	i	-14.4%	-5.0%	10.4%	2.1%	?
COc1ccc(NC(=O)c2c([N+](=O)[O-])c(C(C)(C)C)nn2C)cc1	2.3%	-0.7%	-2.1%	1.8%	9.2%	2.7%	-12.8%	nt
O=C(O)c1ccccc1CSc1ncn[nH]1	5.0%	1.3%	-2.0%	-20.4%	-3.7%	3.2%	nt	-5.7%
CCOC(=O)Cn1c2c(c(=N)c3c1CCC3)CCCC2	9.0%	-0.5%	i	1.2%	2.6%	-8.4%	3.8%	-4.5%
CCN(CC)C(=O)CN(c1cc2c(cc1OC)oc1ccccc12)S(=O)(=O)c1ccccc1	11.5%	-0.2%	-11.0%	-3.3%	11.6%	-11.6%	nt	-4.0%
CCCCC(O)(C(NC=O)C(=O)OC)C(F)(F)F (stereo unspecified)	-0.8%	2.0%	-13.8%	-3.6%	-12.2%	-2.4%	3.6%	-6.5%
Oc1ccc(/C=C/c2ccc3ccccc3n2)cc1	1.0%	-5.8%	-11.0%	-2.3%	-1.4%	-6.7%	42.4%[activator]	3.6%
CN(CCc1ccccn1)Cc1ccc(Cl)cc1Cl	-10.9%	1.7%	16.2%	-1.8%	-4.2%	-2.3%	2.6%	2.8%
CCCN(CCC)S(=O)(=O)c1ccc(C(=O)Nc2nc3c(s2)CCc2ccccc2-3)cc1	0.0%	0.7%	i	-4.6%	-14.0%	1.8%	-4.6%	10.0%
CCCOc1ccc(C(CC(=O)O)NS(=O)(=O)c2ccc(NC(C)=O)cc2)cc1 (stereo unspecified)	6.6%	-0.5%	-4.1%	0.2%	-13.7%	-4.7%	7.7%	-0.9%
COc1ccc(NC(=O)C2CCN(c3cc(C)nc(-c4ccccc4)n3)CC2)cc1	6.5%	0.3%	i	3.2%	-17.4%	1.4%	nt	-12.7%
COc1cccc(-c2csc(N3CCN(C(=S)Nc4ccc(Cl)cc4)CC3)n2)c1	29.4%	-0.8%	-14.9%	-4.8%	-5.5%	-7.9%	19.0%	-15.4%
O=C(/C=C/c1ccccc1)NCCSc1ccc(Cl)cc1	5.0%	0.8%	-17.0%	-10.1%	-11.8%	-6.4%	8.5%	-0.6%
Cc1cc(C)c2c(CN3CCN(C/C=C/c4ccccc4)CC3)cc(=O)oc2c1	16.0%	-1.6%	-10.3%	2.0%	-6.3%	-0.6%	-13.0%	-3.9%
Cc1cccc(-c2noc(CN(C(=O)c3c(-c4ccccc4Cl)noc3C)C(C)C)n2)c1	5.4%	-2.4%	-19.2%	-3.4%	4.9%	-16.0%	-3.5%	2.6%[15.4 µM]
O=C(CN1CCCCCCC1)Nc1cc(Cl)cc(Cl)c1	0.9%	-2.1%	-3.7%	4.0%	-4.1%	1.3%	4.2%	-2.3%
Cc1[nH]nc2c1C(c1ccccn1)N(c1ccc(Br)cc1)C2=O (stereo unspecified)	13.7%	2.7%	i	-2.5%	-10.0%	-4.2%	nt	5.9%
CCOC(=O)N1CCC(N2CCCC(CO)(Cc3ccccc3C)C2)CC1 (stereo unspecified)	103.7%[activator]	-4.7%	4.4%	-7.8%	-4.5%	12.6%	1.5%	3.9%
CC1(C)N=C(SCC(=O)Nc2ccccc2)C(c2ccc(Cl)cc2)=N1	3.0%	0.5%	-16.5%	4.0%	1.0%	-2.0%	nt	-12.4%
CCOc1cc(CO)cc(Br)c1OCC(N)=O	9.8%	1.8%	i	-8.5%	2.3%	-9.8%	1.4%	9.6%
O=C(CN1CCCCC1)Nc1ccccc1NC(=O)CN1CCCCC1	4.2%	-3.5%	-11.9%	-10.0%	-8.5%	1.3%	5.4%	-0.2%
Cc1cc(NCCOCCO)n2ncc(-c3ccc(Cl)cc3)c2n1	3.2%	-6.7%	-5.3%	3.6%	-13.5%	-5.7%	8.2%	7.6%
Cc1ncoc1C(=O)N1CCCC(C(=O)c2cccc(C(F)(F)F)c2)C1 (stereo unspecified)	-0.6%	-2.7%	4.8%	-6.9%	4.2%	-9.1%	-1.6%	?
COC(=O)c1nc(N)sc1-c1ccccc1	1.5%	-2.2%	-4.4%	-16.6%	-1.7%	7.0%	8.5%	1.0%
COc1ccccc1OCC(=O)N1CCN(c2ccccc2OC)CC1	-1.3%	-1.3%	0.6%	3.2%	-10.4%	2.2%	nt	1.3%
CC(OC(=O)Cc1ccc(Cl)cc1)C(=O)NCCC1=CCCCC1 (stereo unspecified)	-7.3%	-4.4%	-4.6%	1.6%	-3.3%	-3.8%	10.6%	-10.8%
CN(C(=O)c1cccc(C#N)c1)c1nnc(C2CCCO2)s1 (stereo unspecified)	-11.9%	-0.9%	-5.0%	2.4%	0.6%	-0.9%	-10.8%	4.3%
COc1ccc(-n2nc(C(C)=O)c(=O)[nH]c2=O)cc1	-23.4%	-1.9%	i	5.3%	-0.1%	-0.6%	39.1%[activator]	1.7%
CC(C)CC(=O)N1CCN(S(=O)(=O)c2ccc(F)cc2)CC1	0.3%	-2.0%	-6.6%	-4.3%	-3.6%	-0.2%	0.5%	-11.9%
COCCNC(=O)CN(C(=O)Cn1nnc2ccccc21)c1ccccc1	5.1%	-0.2%	-7.2%	5.8%	-6.2%	9.8%	3.6%	1.3%

# Single records, as listed above:
# `CCOc1cc(CO)cc(Br)c1OCC(N)=O` across the screens: GoLoco inh red: 9.8%; TexasRed fluor: 1.8%; RECQ1 helicase: i; GAA spleen mod: -8.5%; TRb-SRC2 inh: 2.3%; GAA glycogen mod: -9.8%; L3MBTL1 block: 1.4%; GAA inh: 9.6%
# `CC1(C)N=C(SCC(=O)Nc2ccccc2)C(c2ccc(Cl)cc2)=N1` across the screens: GoLoco inh red: 3.0%; TexasRed fluor: 0.5%; RECQ1 helicase: -16.5%; GAA spleen mod: 4.0%; TRb-SRC2 inh: 1.0%; GAA glycogen mod: -2.0%; L3MBTL1 block: nt; GAA inh: -12.4%

# Additional compounds
canonical_smiles	GoLoco inh red	TexasRed fluor	RECQ1 helicase	GAA spleen mod	TRb-SRC2 inh	GAA glycogen mod	L3MBTL1 block	GAA inh
Cc1cc(/C=C(\C#N)C(=O)NC2CCCCCC2)c(C)n1C	7.4%	-3.3%	-19.5%	-7.9%	4.8%	2.3%	-3.6%	1.6%
Nc1c[n+](N2CCOCC2)no1	-22.3%	0.6%	-7.7%	-7.6%	-1.5%	nt	nt	nt
C=CCN(CC=C)CCCOc1ccc(C)cc1OC	-4.0%	-0.8%	i	3.3%	-5.5%	1.9%	-6.1%	?
CCOC(=O)c1sc(NC(=O)c2cc(-c3ccccc3C)nc3ccccc23)c(C#N)c1C	-4.7%	0.0%	i	1.3%	-5.5%	-4.6%	nt	-10.8%
O=C(Nc1nn[nH]n1)c1cccc(Oc2ccccc2)c1	12.2%	0.4%	-5.1%	0.2%	-15.8%	-2.3%	-0.1%	2.5%
CCOC(=O)C1CCN(C(=O)CCCCn2c(=O)[nH]c3ccccc3c2=O)CC1	1.4%	-1.4%	-2.1%	0.9%	-15.4%	6.9%	2.8%	4.8%
COc1ccc(C(=O)NCCc2nnc(SCC(=O)Nc3ccc(Br)cc3)n2C)cc1	2.1%	0.9%	i	-6.9%	-5.1%	3.2%	nt	0.3%
CCc1ccccc1OCCCCCNCCO	2.7%	-1.4%	-1.8%	-12.1%	-12.2%	-4.6%	0.6%	-2.0%
O=S(=O)(NCCc1cn2ccccc2n1)c1ccc2c(c1)CCCC2	6.0%	-1.1%	-2.7%	1.3%	-5.1%	2.2%	0.7%	-12.4%
O=c1[nH]c(N/N=C\c2ccc3c(c2)OCO3)nc2ccccc12	22.3%	-0.9%	i	2.7%	-1.8%	-9.2%	-11.7%	-1.0%
Cc1[nH]c2ccccc2c1C(=O)C(=O)NCc1ccco1	8.0%	1.3%	-9.2%	-16.0%	4.9%	3.4%	-3.7%	5.0%
O=C(CSc1ncccn1)NCc1ccc(F)cc1	-5.4%	-3.6%	-5.0%	7.6%	-1.8%	-0.9%	0.8%	-2.4%
O=C(Nc1nnc(-c2ccco2)o1)c1ccc([N+](=O)[O-])s1	6.8%	-4.5%	i	-6.8%	-3.9%	-5.6%	16.4%	-3.9%
Cn1ncc2c(Nc3ccc(-c4ccccc4)cc3)ncnc21	4.2%	-1.9%	i	-5.3%	0.4%	-4.1%	-1.4%	-8.9%
COCCCNc1nc2nonc2nc1N1CCN(C2CCCC2)CC1	9.5%	-3.1%	-7.0%	3.5%	-2.6%	10.3%	5.7%	-1.2%
CCn1c(=O)n(CC)c2cc(S(=O)(=O)N3CCOCC3)ccc21	3.4%	-1.8%	i	-17.1%	-5.7%	1.0%	nt	-4.9%
COc1cc2c(cc1OC)CN(C(=O)c1cccc(S(=O)(=O)N(C)C)c1)CC2	1.8%	-4.8%	-1.0%	-2.4%	1.8%	-0.8%	-1.2%	nt
Cn1c(=O)c2c(nc(NCc3ccco3)n2CCc2ccccc2)n(C)c1=O	4.9%	-3.8%	-15.1%	-4.4%	-0.5%	-5.9%	-0.1%	-7.6%
Cc1cc(C)cc(NC(=S)N(C)C)c1	7.9%	1.0%	-14.3%	-11.4%	-3.6%	-9.5%	7.6%	0.6%[15.4 µM]
CN(C)C(=O)COC(=O)/C=C/c1cn(-c2ccccc2)nc1-c1cccs1	3.9%	-1.3%	-3.4%	-13.3%	3.9%	-1.7%	-6.0%	-4.0%

# Entries shown so far with a thiophene ring, fused or not (3):
canonical_smiles	GoLoco inh red	TexasRed fluor	RECQ1 helicase	GAA spleen mod	TRb-SRC2 inh	GAA glycogen mod	L3MBTL1 block	GAA inh
CCOC(=O)c1sc(NC(=O)c2cc(-c3ccccc3C)nc3ccccc23)c(C#N)c1C	-4.7%	0.0%	i	1.3%	-5.5%	-4.6%	nt	-10.8%
O=C(Nc1nnc(-c2ccco2)o1)c1ccc([N+](=O)[O-])s1	6.8%	-4.5%	i	-6.8%	-3.9%	-5.6%	16.4%	-3.9%
CN(C)C(=O)COC(=O)/C=C/c1cn(-c2ccccc2)nc1-c1cccs1	3.9%	-1.3%	-3.4%	-13.3%	3.9%	-1.7%	-6.0%	-4.0%
